Screening results (PubChem BioAssay)
ABCB6 inh 2 – blocks the human ABCB6 transporter; 360,000 tested, 0.19% active; K562-ABCB6 porphyrin accumulation, flow cytometry, 1 h; hits give low values; fluorescence ratio to DMSO, % at 10 µM; Q9NP58;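 active = fluorescence ratio to DMSO below 75%, the collection mean minus 3 SD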;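 also: signal is porphyrin accumulated inside mitochondria; 100% equals median channel fluorescence of DMSO control wells; lower ratio means ABCB6 inhibition with less porphyrin fluorescence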
NOD2-RIPK2 inh – NOD2-RIPK2 protein interaction inhibition; AID 624267; 360,000 tested, 0.38% active; CHO BLA complementation NOD2-RIPK2, CCF4 ratio; inhibition, % at 4.98 µM; in the data active = inhibition above about 21%;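 also: 0% = vehicle only and 100% = reference blocker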
MC4R antagonist – human MC4R antagonism in cAMP assay; AID 540295; P32245; inhibition, % at 6.5 µM; 360,000 tested, 0.48% active; MC4R-expressing cells, MTII-stimulated cAMP, LANCE TR-FRET;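 active = inhibition above its plate's cutoff, the mean of tested wells on that plate plus 3 SD, cut at about 29% in these data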;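 also: 0% = Melanotan II alone and 100% = Melanotan II plus saturating MCL0020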
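Material: human MC4R-expressing U2OS cells. Probe or stimulus: Melanotan II challenge. Dosing: 6.5 µM single dose. Times: 30-min compound, 1-h challenge, 1-h detection, room temperature. Technique: TR-FRET with Eu-cAMP and labeled anti-cAMP, 671 nm. Replication: singlicate.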
Vif imaging – blocks HIV Vif function; HEK293T cells, Vif self-association by quenched fluorescence, imaging, 24 h; inhibition, % at 7.49 µM; AID 602346; 340,000 tested, 0.35% active; in the data active = inhibition above about 50%, passing the limit was not always enough; also: some results filed as inactive read as strong as hits
Exocytosis inh – blocks lytic granule exocytosis; TALL-104 LAMP-1 surface exposure, flow cytometry; cells stimulated with thapsigargin and PMA; inhibition, % at 10 µM; 360,000 tested, 0.66% active; AID 651702;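 active = inhibition above about 55%, limit read from the data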
N-glyco inh – N-linked glycosylation inhibition. reporter increase, % at 12.5 µM. 360,000 tested, 0.23% active. D54 ERlucT glycosylation luciferase reporter, 24 h; percent of 100 nM tunicamycin response;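 active = mean luciferase reporter signal, scaled so untreated is 0 and the glycosylation-blocking control 100, at or above a set limit in every replicate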;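 also: luciferase carries N-glycosylation sites so blocking glycosylation raises the light; 0% = median of neutral control wells and 100% = median of 100 nM tunicamycin wells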
TLR9-MyD88 block – inhibitors of human TLR9-MyD88 binding | Q9NR96+Q99836 | CHO BLA complementation TLR9-MyD88, CCF4 FRET ratio | inhibition, % at 4.98 µM | 340,000 tested, 0.21% active | AID 504734;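 active = inhibition above the mean over all tested compounds plus 3 SD, cut at about 21% in these data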;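 also: 0% = DMSO only wells and 100% = clavulanate BLA inhibitor control wells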
Target sequence (Q99836 whole entry, looked up): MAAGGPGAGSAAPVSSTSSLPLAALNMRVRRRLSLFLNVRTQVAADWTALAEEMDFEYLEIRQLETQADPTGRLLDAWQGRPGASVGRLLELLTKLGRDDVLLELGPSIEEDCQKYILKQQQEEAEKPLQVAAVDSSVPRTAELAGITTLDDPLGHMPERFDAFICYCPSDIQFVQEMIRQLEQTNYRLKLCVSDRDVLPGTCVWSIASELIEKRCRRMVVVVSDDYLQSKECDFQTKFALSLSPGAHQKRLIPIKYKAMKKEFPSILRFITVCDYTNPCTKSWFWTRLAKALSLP
Target sequence (Q9NR96 whole entry, looked up): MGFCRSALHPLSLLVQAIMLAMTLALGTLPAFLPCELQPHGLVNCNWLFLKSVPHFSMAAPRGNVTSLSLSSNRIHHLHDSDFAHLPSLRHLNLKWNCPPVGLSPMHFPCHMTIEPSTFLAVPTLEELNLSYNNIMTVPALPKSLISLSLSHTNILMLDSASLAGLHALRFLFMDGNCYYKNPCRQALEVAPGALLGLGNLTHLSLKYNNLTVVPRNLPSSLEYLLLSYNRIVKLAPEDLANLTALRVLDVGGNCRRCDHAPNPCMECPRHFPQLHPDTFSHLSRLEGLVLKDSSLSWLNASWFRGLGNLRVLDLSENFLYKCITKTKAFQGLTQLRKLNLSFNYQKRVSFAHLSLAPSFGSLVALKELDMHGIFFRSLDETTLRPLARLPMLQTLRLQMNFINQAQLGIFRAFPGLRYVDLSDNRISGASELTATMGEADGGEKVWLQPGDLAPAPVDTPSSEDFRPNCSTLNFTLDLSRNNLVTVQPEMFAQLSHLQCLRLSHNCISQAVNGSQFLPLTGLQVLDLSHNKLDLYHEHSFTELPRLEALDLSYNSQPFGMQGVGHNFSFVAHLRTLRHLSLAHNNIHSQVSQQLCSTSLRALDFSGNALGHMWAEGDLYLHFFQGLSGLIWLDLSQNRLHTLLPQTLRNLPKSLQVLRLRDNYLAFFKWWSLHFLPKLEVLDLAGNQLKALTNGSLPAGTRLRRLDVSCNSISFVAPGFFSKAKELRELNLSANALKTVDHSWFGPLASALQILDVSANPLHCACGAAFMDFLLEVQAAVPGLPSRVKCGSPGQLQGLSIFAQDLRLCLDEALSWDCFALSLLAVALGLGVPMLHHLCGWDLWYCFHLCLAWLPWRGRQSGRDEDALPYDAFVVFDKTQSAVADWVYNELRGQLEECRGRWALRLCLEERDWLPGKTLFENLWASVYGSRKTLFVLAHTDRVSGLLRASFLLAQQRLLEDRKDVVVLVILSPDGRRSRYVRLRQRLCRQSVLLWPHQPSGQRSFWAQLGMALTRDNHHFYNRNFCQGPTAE
aDG glyco up – increases alpha dystroglycan glycosylation; activation, % at 10 µM; Pro5-aDG cells, alpha-DG glycosylation AlphaScreen (IIH6); 0% Pro5, 100% B10-LARGE cell signal; 360,000 tested, 0.22% active;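 active = activation of at least 8% versus controls, or a plate z-score of at least 8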;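 also: Pro5 are CHO cells carrying HIG-tagged alpha-DG that lacks glycosylation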
MC4R ag barr – human MC4R agonism via beta-arrestin; P32245; U2OS MC4R beta-arrestin complementation, luminescence; percent of melanotan II response, DMSO zero; activation, % at 8.9 µM; 360,000 tested, 0.98% active; AID 540308;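 active = activation above a per-plate cutoff, the mean activation of sample wells on that plate plus 3 SD, cut at about 8% in these data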
ABHD5-PLIN5 inh – ABHD5-PLIN5 protein interaction inhibition. inhibition, % at 4 µM. Split G. princeps luciferase complementation, luminescence, 4 h. 360,000 tested, 0.78% active;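 active = inhibition above the mean inhibition across every tested compound plus 3 SD, cut at about 22% in these data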;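 also: 0% = DMSO only wells and the 100% control is not disclosed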
The depositor's hits bear a star; . = no result given; & = joins results of further samples.

SMILES	ABCB6 inh 2	NOD2-RIPK2 inh	MC4R antagonist	Vif imaging	Exocytosis inh	N-glyco inh	TLR9-MyD88 block	aDG glyco up	MC4R ag barr	ABHD5-PLIN5 inh
Cc1c(NC(=O)c2ccccc2NC(=O)c2ccccc2)cccc1C(=O)O	100.0	-1.3	0.7	-0.3	-3.1	3.7	1.0	0.0	1.8	8.3
CCOC(=O)CSc1nnc(NCC(=O)OC(C)C)c(=O)[nH]1	98.0	-6.0	34.6*	-1.7	-1.8	5.5	-0.2	-0.1	-0.8	26.9*
O=C(COc1ccccc1Cl)Nc1ccc(C(=O)O)cc1NC(=O)COc1ccccc1Cl	106.0	-10.3	-3.6	1.6	-6.5	1.6	1.9	-0.2	2.3	0.1
CCN(CC)C(=O)COC(=O)c1cc(-c2ccco2)nc2ccccc12	105.0	4.0	17.7	-5.9	3.7	-0.5	-2.4	-0.4	0.3	12.3
CC(C)CC(=O)N1CCN(S(=O)(=O)c2ccc(F)cc2)CC1	100.0	-0.2	15.5	0.0	-1.0	0.8	7.6	0.1	3.6	-7.3
O=C(NC(Cc1ccccc1)C(=O)O)/C(=C/c1ccco1)NC(=O)c1cccc(Br)c1 (configuration not stated)	102.0	-1.6	4.6	-2.2	1.1	0.3	13.1	-0.2	-2.1	-1.1
Cc1ccc(NC(=O)c2nnn(-c3cccc(C(F)(F)F)c3)c2N)cc1	93.0	-4.5	0.0	-6.9	2.2	-2.1	-1.4	-0.1	0.0	2.5
CC(C)C(=O)N1CCN(c2ccc(NC(=S)NC(=O)c3cc4ccccc4o3)cc2)CC1	102.0	-9.0	9.6	-34.2	7.5	-4.4	-5.5	0.1	1.9	4.4
O=C(OCC(=O)N1CCN(S(=O)(=O)c2ccccc2)CC1)c1ccc([N+](=O)[O-])o1	97.0	-7.9	-0.3	18.3	6.9	0.2	4.5	0.0	-1.5	-0.1
Nc1nc(NCc2ccco2)nc(Nc2ccc(F)cc2)c1[N+](=O)[O-]	100.0	-10.3	-5.8	-22.0	-6.2	-1.0	-9.1	-0.1	2.9	-2.3

Marked active in MC4R antagonist, of those listed so far:
SMILES	ABCB6 inh 2	NOD2-RIPK2 inh	MC4R antagonist	Vif imaging	Exocytosis inh	N-glyco inh	TLR9-MyD88 block	aDG glyco up	MC4R ag barr	ABHD5-PLIN5 inh
CCOC(=O)CSc1nnc(NCC(=O)OC(C)C)c(=O)[nH]1	98.0	-6.0	34.6*	-1.7	-1.8	5.5	-0.2	-0.1	-0.8	26.9*

Later entries.
SMILES	ABCB6 inh 2	NOD2-RIPK2 inh	MC4R antagonist	Vif imaging	Exocytosis inh	N-glyco inh	TLR9-MyD88 block	aDG glyco up	MC4R ag barr	ABHD5-PLIN5 inh
COc1ccc(N(CC(=O)N2CCN(c3ccccc3)CC2)S(=O)(=O)c2ccccc2)cc1	100.0	-1.2	9.2	-1.5	5.9	-2.2	-5.2	0.0	4.4	-5.9
CCc1ccccc1NNC(=O)CCc1ccccc1	102.0	0.0	4.2	-7.2	-0.1	2.4	-7.0	0.0	0.8	-6.7
O=C(Oc1ccccc1)c1c(Cl)cccc1P(=O)(O)O	102.0	1.9	0.6	0.5	6.8	-1.7	-4.2	-0.5	1.6	-0.9
O=C(COc1ccc(Cl)cc1Cl)NCCN1CCCC1	91.0	-3.3	9.3	-4.0	-1.2	-1.4	4.4	0.0	-2.7	1.2
Cc1ccc(S(=O)(=O)N2CCN(C(=O)CSc3nncs3)CC2)cc1	96.0	-6.2	-0.3	3.4	2.1	0.3	2.7	0.0	-3.5	5.3
CC(=O)Nc1ccc(N=Cc2c(O)ccc3ccccc23)cc1	85.0	-7.8	7.6	-1.0	-4.9	3.8	-3.1	-0.1	0.6	7.4
COC(=O)c1cc(NC(=S)N2CCN(C(=O)C3CCCO3)CC2)cc(C(=O)OC)c1 (configuration not stated)	97.0	-12.1	-0.2	-6.8	-4.2	3.6	-2.0	-0.1	0.9	6.2
COc1cccc(C2=CC(=O)C(C(C)(C)C)N2C(C)(C)C)c1 (configuration not stated)	104.0	-2.9	9.5	.	-1.8	3.6	-0.6	-0.3	4.6	-4.3
CCOC(=O)C1=CCN(S(=O)(=O)c2ccccc2)C1c1ccc(C)cc1 (configuration not stated)	95.0	-3.9	.	.	-4.5	0.7	.	-0.3	.	4.8
CC1(C)Cc2c(cnn2-c2cccc(F)c2)C(NC(=O)CSc2ccncc2)C1 (configuration not stated)	99.0	-0.3	1.4	.	4.8	0.7	-14.8	0.2	-2.0	-5.2
Cc1[nH]c(C)c(S(=O)(=O)N2CCN(c3cccc(Cl)c3)CC2)c1C(=O)N1CCCC1	111.0	6.0	14.1	-4.4	-9.1	-0.6	-24.3	-0.3	2.0	6.9
COC(=O)c1nn(-c2ccc(F)cc2)ccc1=O	103.0	4.7	8.7	12.5	-4.1	-0.4	12.4	0.0	-0.1	-1.0
C[C@]12C(=O)N(c3ccc(Cl)cc3)C(=O)N1[C@H]1c3ccccc3OC[C@@H]1[C@H]2c1ccccc1	101.0	-4.8	3.5	.	-5.9	-10.6	-2.5	-0.1	1.7	-0.5
O=C(c1ccc(S(=O)(=O)Cc2cc(F)ccc2F)c([N+](=O)[O-])c1)N1CCOCC1	80.0	8.3	13.7	-4.2	1.4	-8.7	-6.4	0.9	0.1	-1.0
Clc1cncc(Cl)c1N/N=C/c1ccccc1	93.0	-0.4	-5.2	-5.9	-11.9	-5.2	8.7	0.1	-2.3	-5.6
COCCOC(=O)C1=C(C)Nc2nc(C)nn2C1c1ccc(F)cc1 (configuration not stated)	97.0&103.0	-2.1&-3.0	1.1&8.5	2.8&13.6	-7.3&0.1	2.4&5.1	-1.5&-1.5	1.3&2.4	1.0&-2.2	1.6&0.8
CCCCn1c(SCC(=O)N2c3ccccc3Sc3ccccc32)nc2c1c(=O)n(C)c(=O)n2C	120.0	-10.2	-7.8	11.4	19.9	-2.2	1.3	0.2	-0.7	5.0
Cc1ccc(C2/C(=C(\O)c3c(C)nc4ccccn34)C(=O)C(=O)N2CCN(C)C)o1 (configuration not stated)	99.0	7.4	-3.8	-3.7	-1.6	-0.1	6.4	1.5	-1.6	6.7
CC1(C)CC2CC(C)(CN2S(=O)(=O)c2cccc(C(N)=O)c2)C1 (configuration not stated)	97.0	-5.0	6.2	-6.1	4.5	-1.8	-1.5	-0.2	-3.1	9.8
Cn1nc(C(=O)Nc2ccc(S(=O)(=O)N3CCOCC3)cc2)c2ccccc2c1=O	95.0	-0.1	19.7	-7.5	-0.1	7.8	7.7	-0.4	1.3	2.6
O=S(=O)(c1ccc(NC(=S)NCc2ccco2)cc1)N1CCCC1	169.0	5.4	11.1	-12.9	-10.6	-0.3	1.3	0.1	0.8	5.5
O=C(CN1CCCC1)Nc1c2c(nc3ccccc13)N(Cc1ccccc1)CC2	118.0	-1.6	0.7	-1.1	3.4	-6.2	-7.3	0.2	0.7	-4.6
Cc1[nH]c2ccccc2c1C1=NNC(=Nc2ccc(F)cc2)SC1	102.0	-3.8	-1.9	-2.1	-2.0	-3.8	-7.1	-0.2	-0.9	-13.5
COc1cc(OC)cc(C2=Cc3ccccc3C(CC(=O)c3ccco3)N2c2ccc(-c3cnc(OC)nc3)cc2)c1 (configuration not stated)	97.0	-5.5	.	.	-5.6	.	.	-0.6	.	5.0
CN(CC(=O)Nc1cccc(F)c1)CC(=O)Nc1cccc(S(=O)(=O)N(C)c2ccccc2)c1	98.0	-9.2	20.6	-11.3	0.7	-2.4	-3.0	0.1	4.2	-6.0
Cc1noc(C)c1C(=O)N1CCC(C(=O)c2ccccc2)CC1	93.0	-7.8	12.9	0.0	-4.9	-0.2	4.6	-0.1	-0.6	-2.0
CC(=O)N=c1sc2cc(C)ccc2n1C	94.0	-1.9	-5.3	10.6	-2.4	-2.6	0.4	0.1	-1.0	5.7
Cc1ccnc(NS(=O)(=O)c2ccc(NS(=O)(=O)Cc3ccccc3)cc2)n1	91.0	2.1	0.1	8.0	-2.6	0.9	0.2	-0.3	-0.6	1.4
O=C(N=C1SC2CS(=O)(=O)CC2N1c1ccc(F)cc1)C1CCCCC1 (configuration not stated)	96.0	-15.1	0.3	-6.0	-0.9	-1.6	-5.0	-0.1	-1.8	-0.5
COc1ccccc1C(=O)COC(=O)c1cccc(-n2cnnn2)c1	95.0	-5.4	10.7	0.2	1.4	-1.9	0.6	-0.1	-4.0	9.1
O=c1[nH]c2cc(F)ccc2c2ccc(F)cc12	102.0	1.5	5.6	-1.9	-5.0	2.8	-15.4	0.0	7.9	-11.2
Cc1cccc([C@@H]2[C@@H]3C(=O)N(Cc4ccccc4)C(=O)[C@@H]3[C@]3(Cc4ccccc4)C(=O)N(c4cccc(F)c4)C(=O)N23)c1	97.0	9.2	1.9	.	-4.0	33.5*	7.1	0.1	0.4	-4.8
Cc1cc(C)c(C)c(S(=O)(=O)N(C)C2CCN(C)CC2)c1C	99.0	-2.5	3.9	-4.4	7.4	-1.2	-4.1	0.1	-0.2	0.5
C/C(CC(=O)Nc1ccc(Cl)c(C(F)(F)F)c1)=N\NC(=O)c1ccccc1O	97.0	-0.2	6.4	6.9	1.7	0.5	-12.8	-0.3	-0.7	7.0
CN(Cc1ccccc1)C(=O)COC(=O)c1cc(=O)c2ccccc2o1	101.0	-6.7	13.6	-6.3	4.1	1.7	-23.8	0.0	1.2	1.4
COc1ccc(Cl)cc1NC(=O)CN(C1CCCCC1)S(C)(=O)=O	96.0	-0.7	10.5	4.9	-1.5	-1.3	-3.0	-0.1	-1.2	0.8
CCCOc1ccc(NC2=CC(=O)CC(C)(C)C2)cc1	98.0	-19.6	2.2	-4.1	-3.8	-0.3	-2.7	-0.1	0.9	2.3
CCn1cc(CNC(=O)c2c(-c3c(Cl)cccc3Cl)noc2C)c(C)n1	98.0	1.1	0.8	-2.6	1.2	1.3	-3.8	0.2	1.1	-2.0
CCOC(=O)c1c(-c2ccccc2)oc2ccc(O)cc12	100.0	-9.0	-2.7	1.1	-0.3	-0.3	2.6	-0.1	0.7	-3.1
CCC(=O)c1ccc(OCC(O)CN2CCN(c3cccc(C(F)(F)F)c3)CC2)cc1 (configuration not stated)	89.0	-9.4	4.4	-8.8	-0.6	-0.3	4.2	1.6	1.8	-1.2
O=C(Cc1ccc(NC(=O)C2CCCN(C(=O)CCc3ccccc3)C2)cc1)Nc1ccc(C(=O)N2CCOCC2)cc1 (configuration not stated)	99.0	1.2	9.2	.	-2.0	0.0	-13.3	-0.2	-1.1	-2.2
CCSc1nnc(NC(=O)CSC2=NCCS2)s1	97.0	0.4	8.4	0.0	2.0	1.9	-2.6	0.1	-1.2	4.6
CCCCCCCCCCS(=O)(=O)N/N=C/c1ccccc1OC	103.0	-7.6	8.5	-0.2	5.0	0.6	-7.9	0.1	3.9	-5.0
COc1ccc(C(=O)NCCCNC(=O)c2ccc(C)nc2)cc1	95.0	-12.3	1.3	12.2	1.6	-0.5	-2.6	-0.1	0.1	-3.8
Cc1nc(OCc2c(C)noc2C)c2ccccc2n1	99.0	-1.7	-4.8	-1.6	1.0	0.8	-0.7	-0.1	-2.1	-0.4

Not all compounds are listed; the hit share may differ from the screen's.
